# From PubChem BioAssay
# PPC-1+TRAIL kill: kills PPC-1 cancer cells in the presence of TRAIL. PPC-1 cells + TRAIL, ATPLite viability luminescence. cell killing (% activity), % at 4 µM. actives 0.41% (n = 220,000). AID 1443;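 active means cell killing above 50% in the first pass at 4 µM, then a duplicate retest at 5 µM averaging 50% or more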;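 further: plate controls were cells with TRAIL plus DMSO for no effect and medium-only wells lacking cells for full effect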
# BaF3 tox: counter-screen for JAK2V617F inhibitors: parental Ba/F3 viability inhibitors. CellTiter-Glo ATP luminescence. inhibition, % at 5.6 µM. actives 1.1% (n = 220,000);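 active means inhibition above a per-campaign cutoff, the mean inhibition of all tested compounds plus 3 SD, cut at about 27% in these data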;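 further: 0% = DMSO wells and 100% = JAK Inhibitor I control wells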
# Wee1 stabilizer: blocks degradation of human Wee1 kinase; HeLa Luc-Wee1K328M stability, luciferase luminescence; 100% = proteasome inhibitor MG132 effect; reporter increase, % at 5 µM; actives 1.2% (n = 220,000);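 active means activation above the mean of all tested compounds plus 3 SD, set per screening run, cut at about 8.8% in these data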;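 further: cells exposed to compound for 20 h before luminescence read; 0% = DMSO alone and 100% = MG132 at 30 µM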
# Ba/F3 V617F tox: loss of viability in JAK2V617F-driven Ba/F3 cells. Ba/F3 EpoR-JAK2V617F viability, ATP luminescence. inhibition, % at 5.6 µM. actives 1.1% (n = 220,000);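 active means inhibition above the campaign mean plus 3 SD over all tested compounds, cut at about 24% in these data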;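 further: cytokine-independent growth of Ba/F3 cells driven by EpoR plus mutant JAK2; 0% = DMSO-treated cells and 100% = JAK inhibitor I control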
# CHOP inh: inhibitors of CHOP induction in ER stress response; CHO-K1 CHOP-promoter luciferase, tunicamycin-induced, 15-18 h; inhibition, % at 10 µM; actives 3.8% (n = 220,000); AID 2732;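 active means compounds that reduced the stress-induced luciferase reporter signal by more than about 70% of percent inhibition, limit read from the data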;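 further: 0% = tunicamycin plus vehicle and 100% = wells without tunicamycin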
# zfTRPN1 agonist: activates the zebrafish TRPN1 channel; HEK293 zebrafish TRPN1-YFP, Fluo-8 calcium fluorescence; 100% = response to 87 µM carbachol; activation, % at 3 µM; actives 0.18% (n = 220,000);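 active means activation above its plate's cutoff, the mean activation of test wells on that plate plus 3 SD, cut at about 19% in these data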;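 further: 0% = DMSO alone and 100% = 87 µM carbachol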
#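 Material – zebrafish TRPN1-YFP in HEK293 cells · Doses – 3 µM single point · Schedule – dye 1 h 37 °C plus 30 min RT · Signal – Fluo-8 calcium fluorescence, excitation 470-495 nm, emission 515-575 nm · Read-out – % activation versus carbachol response · Control set – carbachol high, DMSO low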
# TRPML3 agonist: human mucolipin-3 channel agonism | activation, % at 3 µM | HEK293 TRPML3-YFP, Fluo-8 calcium fluorescence; 100% = the carbachol control signal | actives 0.29% (n = 220,000) | Q8TDD5;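 active means activation above its plate's cutoff, the mean activation of the plate's test wells plus 3 SD, cut at about 12% in these data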;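 further: 0% = DMSO only wells and 100% = carbachol wells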
# Target sequence (Q8TDD5 whole entry, looked up): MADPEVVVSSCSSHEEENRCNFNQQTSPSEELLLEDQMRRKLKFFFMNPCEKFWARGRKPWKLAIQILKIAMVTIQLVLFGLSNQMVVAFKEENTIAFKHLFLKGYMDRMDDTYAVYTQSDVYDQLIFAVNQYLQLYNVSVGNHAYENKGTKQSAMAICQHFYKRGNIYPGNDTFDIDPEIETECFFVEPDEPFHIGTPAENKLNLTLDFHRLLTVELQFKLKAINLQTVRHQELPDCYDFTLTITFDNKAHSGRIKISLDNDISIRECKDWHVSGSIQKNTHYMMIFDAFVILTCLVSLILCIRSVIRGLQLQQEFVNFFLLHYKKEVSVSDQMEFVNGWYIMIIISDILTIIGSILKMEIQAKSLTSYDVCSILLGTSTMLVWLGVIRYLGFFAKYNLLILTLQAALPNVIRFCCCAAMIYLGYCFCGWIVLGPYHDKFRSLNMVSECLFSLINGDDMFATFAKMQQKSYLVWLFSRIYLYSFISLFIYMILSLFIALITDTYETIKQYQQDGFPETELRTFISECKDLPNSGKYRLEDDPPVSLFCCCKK
#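 Test system: HEK293 cells stably carrying human TRPML3-YFP; Doses: single dose, 3 µM final nominal compound, 0.3% DMSO final; Schedule: dye loading 1 h 37 °C then 30 min ambient, 125 s read; Technique: Fluo-8 calcium fluorescence; Benchmarks: high control carbachol 87 µM, low control DMSO.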
# RBBP9 inhibitor: blocks human serine hydrolase RBBP9. recombinant RBBP9, FP-Rh probe fluorescence polarization. O75884. inhibition, % at 7.94 µM. actives 0.2% (n = 220,000);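 active means inhibition above the campaign mean of all tested compounds plus 3 SD, cut at about 14% in these data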;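 further: plate controls were DMSO wells with RBBP9 for no effect and wells lacking RBBP9 protein for full effect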
# Target sequence (O75884 whole entry, looked up): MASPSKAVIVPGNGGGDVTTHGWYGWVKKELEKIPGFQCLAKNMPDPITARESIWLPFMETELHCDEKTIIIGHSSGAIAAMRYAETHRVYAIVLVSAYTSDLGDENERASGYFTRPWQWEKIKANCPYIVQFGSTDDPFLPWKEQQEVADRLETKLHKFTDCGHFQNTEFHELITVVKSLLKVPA
#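 Controls: DMSO-treated enzyme wells and wells lacking RBBP9 | Material: RBBP9 protein | Technique: Fluorescence polarization | Replication: Single well per compound, no replicates | Buffer or medium: Tris-NaCl-Pluronic buffer, pH 8.0 | Timing: 30 min compound preincubation, 45 min probe labeling, 25 °C | Read-out basis: Percent inhibition from mP, scaled between DMSO and no-protein wells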
# TNF necrop inh: blocks TNF-alpha induced death of Jurkat FADD-/- cells; Jurkat FADD-/- TNF necroptosis rescue, ATP luminescence, 24 h; 0 = TNF only, 100 = no-TNF cells; activation (protection from cell death), % at 10 µM; actives 0.068% (n = 220,000);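 active means activation, meaning protection from cell death, of at least 50% relative to plate controls; inactive means activation below 50%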;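 further: necroptosis triggered by 40 ng/mL TNF-alpha added together with compound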
# * hit, by the source's call; . = not tested or not shown; [ ] = dose if it differs, or a comment.
SMILES,PPC-1+TRAIL kill,BaF3 tox,Wee1 stabilizer,Ba/F3 V617F tox,CHOP inh,zfTRPN1 agonist,TRPML3 agonist,RBBP9 inhibitor,TNF necrop inh
O=C1CC(N2CCN(S(=O)(=O)c3cccc(C(F)(F)F)c3)CC2)C(=O)N1Cc1ccccc1 (configuration not stated),12,3,5,3,8,-0.1,1.5,-11,-6.7
CC1S/C(=C(\C#N)C(=O)NCc2ccco2)N(c2ccc(F)cc2)C1=O (configuration not stated),14,12,-2,2,64,2.9,1.1,-10,-3.2
O=C(Nc1nccs1)C1CCCN1S(=O)(=O)c1ccc(Cl)cc1 (configuration not stated),8,6,8,3,62,1.5,0.0,-9,0.1
COc1ccccc1-n1c(CNC(=O)c2ccco2)nnc1SCC(=O)Nc1nccs1,-2,4,0,-2,11,0.1,0.9,-8,-0.5
CCOC(=O)N1CCC(N2Cc3cccc(C(=O)Nc4ccc(F)cc4)c3C2=O)CC1,26,1,-1,-2,52,0.7,0.0,-2,-6.6
O=C(CCCn1c(SCC(=O)c2ccccc2)nc2ccccc2c1=O)NCC1CCCO1 (configuration not stated),6,4,-1,3,41,-0.2,-0.7,-7,1.6
CCCN(CC#CC(O)(c1ccccc1)c1cccnc1)CCC (configuration not stated),-6,4,-1,-1,10,-0.5,0.3,22*,0.1
Cc1cc(C)n2nc(C)c(Br)c2n1,12,10,0,6,-2,1.1,-1.6,-6,-0.7
Cc1ccc(CS(=O)(=O)CCC(=O)NCc2ccc3c(c2)OCO3)cc1,16,4,-1,2,27,-1.7,-0.5,-7,-15
CCC(NC(=O)C1(C)CC1(Br)Br)c1ccc(C)cc1 (configuration not stated),2,2,-2,-2,-11,-1.3,0.5,-7,8.0
CCCCn1c(SCC(=O)Nc2ccc(OC)cc2)nc2ccc(N3CCOCC3)cc2c1=O,5,6,-1,1,7,-0.7,0.5,-9,3.8
CS(=O)(=O)c1ccc2nnn(OCC(=O)Nc3cccc(C#N)c3)c2c1,3,-3,1,1,7,-1.9,0.4,-3,5.5
Cc1cc(C)n(-c2nnc(C)n2/N=C/c2ccccc2F)n1,11,7,5,2,9,1.1,0.7,0,-0.4
CC(/C=N/NC(=O)c1n[nH]c2c1CCC2)=C\c1ccccc1,20,80*,0,83*,.,0.0,0.7,-7,-19
Cc1ccc(OCc2nc(C#N)c(NCc3ccco3)o2)cc1,2,-1,2,-2,6,-1.6,-0.4,-4,-3.2
COc1cc(-c2nc3cccc(C)n3c2NCC2CCCO2)ccc1O (configuration not stated),16,6,2,3,-6,0.2,0.6,-4,-4.2
COc1ccc(C(CNC(=O)c2ccc(S(=O)(=O)N3CCOCC3)cc2)N2CCCCC2)cc1 (configuration not stated),.,0,-1,0,14,0.8,0.7,-14,-7.4
Cc1cc([N+](=O)[O-])ccc1NC(=O)c1ccc(NC(=O)C(C)C)cc1,-3,7,0,1,4,3.2,2.8,-1,2.8
Cc1nc(NCCc2ccc(S(N)(=O)=O)cc2)c2c(C)c(C)sc2n1,6,13,0,6,39,1.4,1.2,-1,-2.0
Cc1nc(-c2ccccc2)sc1C(=O)/C=C/c1ccc(Cl)cc1,7,0,-4,-3,12,-0.3,0.0,-6,-3.1
O=C(OCC(=O)N1CCCC1)c1ccccc1OCc1ccccc1,-4,1,0,1,1,0.0,-0.1,-8,-1.4
CC(C)CCn1c(=O)c2ccccc2n2c(CN3CCCC3)nnc12,32,4,4,-3,-4,1.5,0.9,-6,1.6
Clc1ccccc1Oc1cnc2ccccc2n1,11,1,0,5,-17,-0.8,-0.6,-13,-2.2
O=C(Nc1ccon1)c1csc2c1CCCC2,-2,3,1,-2,59,-1.4,0.0,-6,-2.3
Cc1ccc(/C(N)=N/OC(=O)CCc2ccccc2)cc1,11,0,-1,-3,11,-0.1,0.0,6,-1.4

# Of the compounds above, 2 contain a thiophene ring, fused or not.
SMILES,PPC-1+TRAIL kill,BaF3 tox,Wee1 stabilizer,Ba/F3 V617F tox,CHOP inh,zfTRPN1 agonist,TRPML3 agonist,RBBP9 inhibitor,TNF necrop inh
Cc1nc(NCCc2ccc(S(N)(=O)=O)cc2)c2c(C)c(C)sc2n1,6,13,0,6,39,1.4,1.2,-1,-2.0
O=C(Nc1ccon1)c1csc2c1CCCC2,-2,3,1,-2,59,-1.4,0.0,-6,-2.3

# Taken from above:
# `Cc1cc(C)n2nc(C)c(Br)c2n1` @ TRPML3 agonist = -1.6
# `Cc1ccc(/C(N)=N/OC(=O)CCc2ccccc2)cc1` @ RBBP9 inhibitor = 6

# Later entries
SMILES,PPC-1+TRAIL kill,BaF3 tox,Wee1 stabilizer,Ba/F3 V617F tox,CHOP inh,zfTRPN1 agonist,TRPML3 agonist,RBBP9 inhibitor,TNF necrop inh
Cc1cc(C)cc(OCCCCCNCCO)c1,33,7,0,2,55,2.4,0.9,2,1.5
COc1ccc(N/N=C(/C(N)=O)C2=NC(C)(C)Cc3ccccc32)cc1,27,5,-2,-2,66,-2.9,-0.9,2,1.8
COc1cccc2sc(Nc3nnc(-c4ccc(F)cc4)o3)nc12,-15,3,1,-1,46,1.5,1.2,-8,-3.7
CCOC(=O)N1CCC(Nc2c(-c3ccc(C)cc3)c(=O)c2=O)CC1,37,4,1,-1,-21,-0.5,-0.9,4,-0.3
O=C(NC1=NCCS1)C1COc2ccccc2O1 (configuration not stated),29,4,-3,3,76*,-0.9,1.1,-4,4.6
COc1cccc(-c2cc(C(=O)Nc3cc(C)nn3-c3ccccc3)no2)c1,15,1,-1,-3,62,0.8,1.1,-10,0.2
COc1ccc(S(=O)(=O)NCCSCc2ccco2)cc1,30,0,-3,-2,-4,0.2,0.1,-8,-0.7
COc1cccc(NC(=O)CSc2nnnn2C(C)C)c1,-5,0,3,-3,11,0.7,0.7,-1,6.6
COc1ccnc(Oc2ccc(F)cc2)c1C(=O)N/C=N/OCc1cccc(F)c1,14,12,-1,9,11,6.5,1.2,-1,1.7
CC1CCC(C(C)C)C(OC(=O)COC(=O)c2ccc(N)cc2)C1 (configuration not stated),8,8,-2,2,84*,-0.5,0.6,-6,0.9
N=c1n(CC(=O)c2cccc([N+](=O)[O-])c2)c2ccccc2n1Cc1ccccc1,-3,5,3,2,65,0.9,0.6,-5,-14
Cc1ccc2cccc(N)c2n1,7,4,-2,1,-7,1.6,0.9,-9,-1.0
C/C(=N\NC(=O)COc1ccc(C(C)(C)C)cc1)c1ccc(OC(F)F)cc1,0,1,2,2,94*,0.7,0.9,4,3.6
CCn1nc(C(=O)OCC(=O)N2c3ccccc3CC2C)c2ccccc2c1=O (configuration not stated),-1,4,0,-2,17,-2.3,0.3,-4,0.0
CCc1c(C(=O)NNC(=S)NCC(C)C)csc1C,20,8,0,5,26,-0.8,0.3,8,-2.4
COc1ccc(OCC(=O)N2CCN(C(=O)c3ccc([N+](=O)[O-])cc3)CC2)cc1,-8,3,2,-3,32,3.8,0.9,-6,0.3
O=C(CCC(=O)c1cccs1)NCc1cccnc1,-3,4,6,4,3,0.0,0.1,-10,-0.7
CCOC(=O)c1ccc(NS(=O)(=O)c2cc(-c3nnnn3CC)ccc2OC)cc1,-2,7,0,-1,-10,1.6,0.1,-3,-1.8
O=C(Nc1nnc(SCC(=O)N2CCOCC2)s1)c1ccccc1Cl,58*[5 µM],7,7,-2,-14,-0.7,0.6,-6,-2.2
Cc1ccc(OCC(O)Cn2c3ccccc3c3ccccc32)cc1 (configuration not stated),-1,9,-3,-1,62,0.6,0.4,-4,-6.3
Cc1cc2nn(-c3cccc4ccccc34)nc2cc1N,23,2,3,-3,-17,0.1,-0.5,-5,-4.2
C/C(=N\NC(=O)c1cccc(N/N=C(\C)c2ccc([N+](=O)[O-])cc2)c1)c1ccc([N+](=O)[O-])cc1,15,-11,6,2,-3,2.0,0.7,5,-1.6
Cc1cc(C)cc(OCC(=O)N/N=C\c2cn(C)nc2C)c1,6,5,0,-3,-14,-0.7,0.2,9,1.2
COc1ccc(-c2noc(-c3ccc(C)cc3)n2)cc1,25,5,0,2,21,-1.0,1.1,-2,-0.3
CCOC(=O)CSc1nnc(-c2cccnc2)o1,24,3,-1,-3,19,-0.1,1.0,-4,-2.0

# Going on with the list.
SMILES,PPC-1+TRAIL kill,BaF3 tox,Wee1 stabilizer,Ba/F3 V617F tox,CHOP inh,zfTRPN1 agonist,TRPML3 agonist,RBBP9 inhibitor,TNF necrop inh
CCN(C(=O)Cc1cccs1)c1nnc(-c2cc(OC)c(OC)c(OC)c2)s1,-6,3,1,3,18,-0.2,0.2,-4,-1.4
Cc1cc(C)n2c(SCCO)nnc2n1,13,2,-1,-1,2,1.0,0.3,-7,4.3
CCCCC(=O)N/N=C(\C)CC(=O)Nc1ccccc1Br,18,1,-3,0,13,-1.8,-0.4,1,1.6
COc1ccc(CNc2ccc(C)cc2)cc1Br,28,5,-1,-4,31,-0.8,-0.1,-9,-0.8
Cc1cc(C)nc(SCc2cc(=O)c(OC(=O)c3ccco3)co2)n1,-7,2,5,-2,12,1.2,-0.2,-4,0.2
Cc1nc(C)c(C(=O)Nc2ncc([N+](=O)[O-])s2)o1,26,15,6,9,31,2.4,0.1,-5,-2.0
CCS(=O)(=O)N1CCC(C(=O)NCCCN2CCCC2)CC1,3,5,0,3,-7,1.0,-0.3,-4,0.6
CCCCNC(=S)N(C)/N=C/c1c(F)cccc1F,5,0,0,-6,34,-0.2,0.2,-4,0.8
CC(=O)Nc1ccc(S(=O)(=O)N2CCN(C34CC5CC(CC(C5)C3)C4)CC2)cc1,20,1,1,1,39,0.4,1.1,-7,-0.1
Fc1cccc(Nc2nc(Cl)nc(Cl)n2)c1,6,-1,4,-3,-3,0.5,0.0,2,0.6
CC(C)COc1ccc(Br)cc1CNC(C)(C)C,8,7,-1,5,32,-0.6,1.1,-2,-0.4
COc1ccc(C(=O)CCC(=O)Nc2cccnc2)cc1,-4,-3,-1,-4,-19,-0.5,0.4,-8,1.5
O=C(O)C1OC(Oc2c(-c3ccc(O)c(O)c3)oc3cc(O)cc(O)c3c2=O)C(O)C(O)C1O (configuration not stated),25,12,-2,2,8,1.2,0.7,-12,-2.6
COc1ccc(NC(=O)CSc2n[nH]c(-c3ccco3)n2)cc1,-9,3,3,-1,28,0.0,0.3,-5,-0.1
CC(=O)c1ccc2noc(-c3ccc(C)cc3)c2c1,4,8,0,1,21,-0.8,1.0,-6,1.0
COC(=O)[C@H](C)[C@@H]1C[C@@]1(C)[C@@H](NC(=O)OCc1ccccc1)c1ccccc1,11,8,0,0,13,-1.7,-0.7,-8,0.2
CC1=C(Cl)C2=NS(=O)(=O)CCN2C=C1Cl,-5,4,1,-2,17,0.8,0.7,-7,0.1
Nc1nonc1/C(=N/O)N1CCCC1,-8,3,1,-3,10,0.6,0.9,0,-2.5
